# FXIIa inh mix: blocks human factor XIIa in pooled compound mixtures; 62,000 compounds, 0.2% hits; inhibition, % at 5 µM; P00748; purified FXIIa, fluorogenic substrate;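 note: 0% = enzyme without compound and 100% = no enzyme blank; some results filed as inactive read as strong as hits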
# DUSP1 inh: inhibitors of human MKP-1 phosphatase; inhibition, %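 (compounds tested at a single concentration somewhere between 10 and 100 µM)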; 65,000 compounds, 0.15% hits; recombinant MKP-1, OMFP hydrolysis fluorescence;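 active = inhibition above about 50%, limit read from the data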;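 note: 0% = DMSO max control wells and 100% = wells with enzyme stopped by NaOH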
# Target sequence (P28562 whole entry, looked up): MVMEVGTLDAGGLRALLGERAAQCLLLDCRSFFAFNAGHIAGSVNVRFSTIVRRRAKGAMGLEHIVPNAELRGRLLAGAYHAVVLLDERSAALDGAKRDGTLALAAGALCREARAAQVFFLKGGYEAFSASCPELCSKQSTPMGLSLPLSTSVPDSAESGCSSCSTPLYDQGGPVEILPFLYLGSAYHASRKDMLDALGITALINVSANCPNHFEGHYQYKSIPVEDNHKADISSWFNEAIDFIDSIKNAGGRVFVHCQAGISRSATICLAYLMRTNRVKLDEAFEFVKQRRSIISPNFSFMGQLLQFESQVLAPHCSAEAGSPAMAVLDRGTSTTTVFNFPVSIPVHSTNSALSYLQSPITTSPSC
# A340 absorber: compounds absorbing at 340 nm. compound absorbance at 340 nm, fold over control. fold change at 10 µM. 65,000 tested, under 10 active;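 active = at 10 µM dose, initial 340 nm absorbance at least 2 fold that of control wells; inactive = change under 2 fold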;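 note: initial absorbance extrapolated from kinetic A340 decline of NADH oxidation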
# Hsp90 block: displaces geldanamycin probe from tumor Hsp90 | P07900 | AID 429 | NCI-N417 lysate Hsp90, Cy3B-geldanamycin FP displacement | 64,000 compounds, 0.35% hits | inhibition, % at 30 µM;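 active = inhibition above 50%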;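 note: 0% = tracer plus lysate wells and 100% = tracer alone without lysate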
# MMP13 inh: blocks human MMP13 activity | inhibition, % at 4 µM | 65,000 compounds, 0.07% hits | P45452 | MMP-13 fTHP FRET cleavage, Mca fluorescence;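 active = inhibition above the mean of compound-free control plate wells plus 3 SD, cut at about 14% in these data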;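 note: 0% = DMSO wells and 100% = wells with reference MMP-13 inhibitor after basal subtraction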
# JNK3 inh: inhibitors of human JNK3 kinase; AID 746; 60,000 compounds, 0.61% hits; inhibition, % at 8 µM; purified JNK3 kinase activity, HTS; in the data active = inhibition above about 17%;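 note: 0% = DMSO and 100% = reference inhibitor; many of its hits are not listed in these tables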
# Target sequence (P53779 whole entry, looked up): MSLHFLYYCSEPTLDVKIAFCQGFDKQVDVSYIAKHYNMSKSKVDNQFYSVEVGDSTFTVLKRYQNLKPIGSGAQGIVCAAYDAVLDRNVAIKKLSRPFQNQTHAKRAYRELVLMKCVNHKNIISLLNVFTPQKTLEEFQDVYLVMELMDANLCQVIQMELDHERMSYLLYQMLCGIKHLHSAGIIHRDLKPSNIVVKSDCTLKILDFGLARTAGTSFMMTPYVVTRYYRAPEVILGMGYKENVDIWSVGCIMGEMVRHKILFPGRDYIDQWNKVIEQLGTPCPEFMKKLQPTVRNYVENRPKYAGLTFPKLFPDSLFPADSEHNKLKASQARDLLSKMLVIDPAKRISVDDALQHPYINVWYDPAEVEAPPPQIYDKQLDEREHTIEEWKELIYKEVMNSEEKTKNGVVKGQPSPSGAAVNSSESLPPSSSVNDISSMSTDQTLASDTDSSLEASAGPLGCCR
# FXIa inh mix: inhibitors of human coagulation factor XIa, pooled mixtures; P03951; purified FXIa, fluorogenic substrate; inhibition, % at 5 µM; 62,000 compounds, 0.19% hits;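 note: each value is inhibition by a whole ten-compound pool holding the compound; 0% = enzyme with no mixture and 100% = wells lacking enzyme; strong numbers were not always called active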
# Cdc25B block: human M-phase inducer phosphatase 2 inhibition; AID 368; recombinant Cdc25B, OMFP fluorescence Ex485/Em525; inhibition, %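 (compounds tested at 10 µM final in the well)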; P30305; 65,000 compounds, 0.1% hits; in the data active = inhibition above about 50%
# AP ELISA ortho: orthogonal test for alternative complement pathway inhibitors | 62,000 compounds, 0.08% hits | Human serum alternative complement pathway, LPS-coated ELISA, C3 deposition; tested in compound mixtures | inhibition, % at 5 µM;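 active = inhibition above 30% in each of the two pooled mixtures holding the compound, so the lower value exceeds 30%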;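 note: 0% = serum in Mg-EGTA without compound and 100% = EDTA serum blank; some compounds past the cut are filed as inactive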
#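 Medium: diluted human serum in Mg2+-EGTA GVB++. Assay system: human serum complement alternative pathway, C3 deposition onto LPS. Also added: Plate-bound LPS. Technique: Anti-C3 ELISA, OD 450 nm. Measure: percent inhibition. Incubation: 1 h at 37 °C. Dosing: 5 µM each compound, pools of ten, 50 µM per pool.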
# * hit, by the source's call; . = no result given; [ ] = another dose, or the depositor's remark. Cut-off read from the data, not from the text of the source, unless noted: active = inhibition above about 20% (passing the limit was not always enough); inactive = the rest.
# Every second line gives: FXIIa inh mix	DUSP1 inh	A340 absorber	Hsp90 block	MMP13 inh	JNK3 inh	FXIa inh mix	Cdc25B block	AP ELISA ortho
O=C(NC1CCCC1)C1c2ccccc2C(=O)N1CCCN1CCOCC1 (stereo not given)
  3.3	15.8	1.04	0.7	1.9	-7.2	8.7	-9.4	12.8
O=S(=O)(NCc1ccncc1)c1ccc(S(=O)(=O)NCC2CCCO2)cc1 (stereo not given)
  8.2	-8.7	0.97	-5.5	-3.9	3.3	7.7	-6.4	12.8
O=C(NC1CCCCC1)C(c1ccncc1)N(CC1CCCO1)C(=O)C(F)(F)F (stereo not given)
  7.9	-0.3	1.01	0.0	4.4	-10.4	7.9	-5.7	2.2
O=C1CC(C(=O)N(CC2CCCO2)C(C(=O)NC2CCCCC2)c2ccncc2)CS1 (stereo not given)
  2.9	-3.7	1.05	-4.7	-6.3	1.2	6.7	-6.4	9.5
Cc1ccc(Nc2nc(N)nc(CN3CCN(c4ccccc4)CC3)n2)cc1Cl
  4.0	28.4	1.05	-4.0	-3.0	0.4	5.1	2.4	20.8
CCOC(=O)c1c(C)c(C(=O)Nc2ccccc2)c(C)n1CC
  5.6	0.5	1.01	0.7	-3.5	-2.3	1.5	-6.5	6.0
CC(=O)c1ccccc1OCC(O)CN1CCN(C(c2ccccc2)c2ccccc2)CC1 (stereo not given)
  1.1	-11.9	1.04	-8.3	0.4	-4.9	3.7	-25.2	16.5
Cc1nnc(NC(=O)CN2C(=O)c3ccccc3S2(=O)=O)s1
  -0.3	-7.4	1.04	-1.3	-0.1	2.6	0.5	-1.0	-0.8
CCn1c(SCC(=O)c2ccccc2)nnc1-c1cnccn1
  7.6	-11.5	1.02	-9.7	-3.1	0.2	7.9	-1.3	11.4
COCCCNC(=O)CN(c1cccc(Cl)c1C)S(C)(=O)=O
  11.4	-6.5	0.96	-1.9	2.4	-1.4	7.1	-6.9	3.9
COc1cccc(-c2cc(C(=O)Nc3c(C)nn(Cc4ccccc4)c3C)no2)c1
  7.9	11.9	0.99	-1.6	-5.9	-0.5	12.2	-15.8	7.0
CCCCCn1c(SCCOCC)nc2c1c(=O)[nH]c(=O)n2C
  4.4	11.4	1.03	0.6	-9.3	-1.3	2.3	-9.9	0.6
CCOC(=O)c1cc(-c2ccc(C)cc2)n(CC(=O)NCc2ccco2)c1C
  -24.4	13.0	1.01	-1.9	0.8	-1.5	9.0	-4.6	-6.2
CCn1c(=O)c(=O)[nH]c2cc(C(=O)Nc3ccc(S(=O)(=O)N4CCCC4)cc3)ccc21
  12.6	36.2	1.09	-33.4	-3.0	-0.1	5.6	-6.2	8.2
c1cncc(C2Nc3ccccc3-c3nc4ccccc4n32)c1 (stereo not given)
  -12.4	5.2	1.01	-4.3	-433.2[fluorescence artefact?]	.	-10.9	-14.1	15.2
CCC(C)(C)n1nnnc1C(c1cc2cc3c(cc2[nH]c1=O)OCO3)N1CCN(C)CC1 (stereo not given)
  3.6	4.8	1.13	0.2	-131.4[fluorescence artefact?]	-8.8	-3.5	-8.8	19.4
Cc1ccccc1CN1CCN(CC(=O)NCc2ccc3c(c2)OCO3)C1=O
  -6.9	2.1	0.97	-3.0	-1.0	.	-2.2	-4.2	-3.9
O=S(=O)(c1ccc2nc(COc3ccccc3)[nH]c2c1)N1CCOCC1
  3.5	24.8	1.05	-3.5	-5.6	-3.0	-3.2	0.6	0.3
CCOC(=O)CNC(=O)CN1CCCN(S(=O)(=O)c2ccc(Br)s2)CC1
  1.1	25.2	1	-1.8	0.3	2.1	5.4	-12.3	17.8
O=C(NCc1ccco1)C12CC3CC(C1)CC(C(=O)NCc1ccco1)(C3)C2
  -4.3	14.2	1.03	-6.6	0.8	4.9	9.8	-6.4	26.7
Cc1cccc2sc(NC(=O)CN(C)S(=O)(=O)c3cccs3)nc12
  -13.2	-3.1	1	-1.3	5.8	.	3.6	-0.8	-0.7
Cc1ccc(S(=O)(=O)N2CCCCC2)cc1C(=O)c1nccn1C
  -2.6	-1.1	0.99	-0.8	-2.2	2.1	-1.2	-12.2	-13.4
c1cc(-c2nnc3n2CCC3)[nH]n1
  5.2	-5.6	1.02	.	1.9	.	-15.5	-13.5	4.6
O=c1nc(N2CCOCC2)ccn1Cc1ccc(Br)cc1
  11.8	-6.5	1.04	1.1	-0.3	0.3	3.2	-4.7	11.9
COc1ccc(N2CCN(C(=O)Cn3c(=O)[nH]c4ccsc4c3=O)CC2)cc1
  5.8	-11.9	1.02	.	0.9	.	5.5	-13.6	17.0
Cc1ccc2[nH]c3c(c2c1)CN(C(=O)CN1CCCc2ccccc21)CC3
  .	-28.3	1.03	-12.9	3.4	-1.7	.	5.1	.
COc1ccccc1N1CCN(CC(=O)Nc2cc(C)nn2-c2nc(C)cc(C)n2)CC1
  -5.0	6.1	1.05	.	7.0	.	9.3	-9.6	9.5
CCc1ccccc1N(CC(=O)O)S(C)(=O)=O
  6.3	5.0	1.06	-4.2	7.0	9.9	-0.2	-7.5	4.0
CCCC1(C(=O)OC)NC(c2ccco2)C2C(=O)N(c3ccc(C)cc3)C(=O)C21 (stereo not given)
  1.7	1.3	0.96	-5.7	-2.9	-1.5	3.0	-17.6	3.7
Brc1ccc(-c2nc(-c3cccnc3)no2)o1
  -13.0	-19.8	0.97	-4.4	-5.1	0.6	-0.2	2.2	22.3

# Ordered by molar mass (high to low): 3 of the compounds above
# Every second line gives: FXIIa inh mix	DUSP1 inh	A340 absorber	Hsp90 block	MMP13 inh	JNK3 inh	FXIa inh mix	Cdc25B block	AP ELISA ortho
O=C(NCc1ccco1)C12CC3CC(C1)CC(C(=O)NCc1ccco1)(C3)C2
  -4.3	14.2	1.03	-6.6	0.8	4.9	9.8	-6.4	26.7
Cc1ccc(S(=O)(=O)N2CCCCC2)cc1C(=O)c1nccn1C
  -2.6	-1.1	0.99	-0.8	-2.2	2.1	-1.2	-12.2	-13.4
CCn1c(SCC(=O)c2ccccc2)nnc1-c1cnccn1
  7.6	-11.5	1.02	-9.7	-3.1	0.2	7.9	-1.3	11.4

# (continued)
# Every second line gives: FXIIa inh mix	DUSP1 inh	A340 absorber	Hsp90 block	MMP13 inh	JNK3 inh	FXIa inh mix	Cdc25B block	AP ELISA ortho
Cc1nc2c(ccc3nc(NC(=O)c4ccc5c(c4)OCCO5)sc32)s1
  -4.2	35.1	1.01	-4.7	-24.8	1.0	-6.7	-14.7	16.5
c1ccc(-c2noc(-c3ccncc3)n2)nc1
  4.9	3.8	1.02	-2.4	4.3	3.4	-10.6	13.2	-7.2
CCOc1cc(-c2c(C#N)c(N)nc3c2CCCC3)ccc1O
  7.9	13.6	1.04	-1.2	7.3	2.5	2.0	4.6	-0.9
CCOC(=O)c1sc(NCC2CCCO2)nc1C (stereo not given)
  2.2	30.1	1	-11.9	-2.9	2.5	7.7	-8.6	16.1
CC(=O)Cc1ccccc1OCC(=O)O
  6.6	-0.1	1.03	0.5	-3.1	-0.9	5.5	-20.7	-6.0
Cc1ccccc1Cn1cc(/C=N/n2cnnc2)c2ccccc21
  8.3	12.3	1.05	-1.5	5.8	-6.0	2.7	5.6	-4.0
COc1cc(C(=O)Nc2nccs2)cc(OC)c1OC
  .	-10.6	1.05	-3.8	-5.9	8.3	.	-16.6	.
COc1ccc2[nH]c(=O)c(CN(CC3CCCO3)C(=O)Nc3ccccc3)cc2c1 (stereo not given)
  3.4	10.6	1.09	-2.2	-17.6	-2.2	-1.7	22.9	-5.3
O=C(CSc1nc2ccccc2c(=O)n1Cc1ccco1)NCc1ccco1
  10.5	34.1	1.05	-4.0	5.3	1.5	5.0	4.7	-3.4
CC1CCCCN1CCCNC(=O)C1CCN(c2nc3ccccc3o2)CC1 (stereo not given)
  3.7	-5.6	1.02	-4.3	7.4	-9.3	6.9	-14.9	7.3
CCn1c(=O)c2c3c(sc2n(C)c1=O)CCC3
  -0.9	-14.2	1	-4.8	3.6	5.8	2.5	4.8	11.3
COc1cccc(C(c2sc3ncnn3c2O)N2CC(C)OC(C)C2)c1 (stereo not given)
  10.6	3.1	1.03	-1.4	-4.9	-7.8	0.4	-6.9	22.6
COc1ccc(N2C(=O)CC(N3CCN(c4ccccc4F)CC3)C2=O)cc1 (stereo not given)
  -21.0	7.8	0.98	-4.3	3.8	10.2	-19.0	-7.7	11.7
Cn1c(=O)c2c(nc(OCc3cccnc3)n2Cc2c(F)cccc2Cl)n(C)c1=O
  5.7	23.9	0.99	-4.6	4.5	-3.8	0.0	-8.8	7.0
CCOC(=O)c1ccc(NC(=O)c2ccc(C)c(S(=O)(=O)N3CCOCC3)c2)cc1
  0.2	30.5	1.03	.	.	.	7.3	-20.2	10.3
CC1Cc2nc(SCC(=O)Nc3nccs3)n(C)c(=O)c2S1 (stereo not given)
  1.6	0.6	1.03	-3.7	-0.6	2.4	10.7	4.4	-4.0
CN(C)CCNC(=O)c1ccccc1-c1ccccc1
  -3.4	2.3	1.01	-3.7	7.3	3.0	2.0	-6.0	11.2
OC1(c2ccc(Br)cc2)CCNCC1
  6.9	9.3	1.03	2.6	2.5	-0.5	22.6	5.6	3.5
Cc1cccc(/N=C/c2c(O)cc(C)oc2=O)n1
  -18.3	-9.6	1.02	-7.2	-5.6	-4.1	4.7	-11.5	22.9
COC(=O)C1(C)NC(c2cccs2)C2C(=O)N(c3ccccc3F)C(=O)C21 (stereo not given)
  1.3	-1.9	0.99	-2.5	-0.1	2.9	19.3	-14.9	-10.6
O=C(CN1CCN(c2ccc(Cl)cc2)CC1)c1ccc2c(c1)OCO2
  -14.6	-0.3	1	-2.5	8.3	2.8	11.8	-6.2	10.1
CCC(=O)c1ccc(OCC(O)CN2CCN(c3cccc(C(F)(F)F)c3)CC2)cc1 (stereo not given)
  10.3	2.7	1.06	-11.8	-2.9	12.9	-3.4	-32.7	17.8
CCC(NC(=O)NCCCn1ccnc1)(C(F)(F)F)C(F)(F)F
  2.9	-0.2	1.04	-2.1	3.7	4.9	5.2	4.4	6.7
COC(=O)c1ccc(C(=S)N2CCOCC2)cc1
  3.0	6.7	1.07	-0.6	-1.8	-1.9	-12.2	-4.3	-3.8
CCOC(=O)N1CCN(C(=O)C2CCN(c3ncnc4c3sc3cccc(F)c34)CC2)CC1
  2.0	34.0	1.06	-1.9	-2.5	-4.8	0.9	-19.2	13.7
C=CCn1c(SCC(=O)Nc2cc(NC(C)=O)ccc2OC)nnc1-c1cccnc1
  3.9	32.4	1.02	-2.6	1.4	4.1	1.3	4.9	-0.1
Cc1cc(=O)[nH]c(SCc2nc3ncccn3c2Br)n1
  -17.9	0.5	1.03	-4.2	-64.2	.	0.5	-6.8	11.6
N#Cc1c(-c2ccco2)cc(C2CC2)nc1SCC(=O)c1ccccc1
  -19.9	8.1	1.02	-2.5	-7.9	-6.4	-6.3	-12.1	18.8
CCN(CC)S(=O)(=O)c1ccc2[nH]cc(C(=O)NCCN3CCCCC3C)c(=O)c2c1 (stereo not given)
  6.0	7.1	1.08	0.6	-22.7	11.9	7.7	-6.1	13.0
N#Cc1ccc(COC(=O)c2ccc3c(=O)[nH]c(CN4CCOCC4)nc3c2)cc1
  6.5	8.1	1.03	-5.6	4.1	2.1	5.4	-4.1	3.4

# Taken from above.
# Result for C=CCn1c(SCC(=O)Nc2cc(NC(C)=O)ccc2OC)nnc1-c1cccnc1 under Cdc25B block: 4.9
# Result for O=C(CN1CCN(c2ccc(Cl)cc2)CC1)c1ccc2c(c1)OCO2 under FXIa inh mix: 11.8
# Result for c1ccc(-c2noc(-c3ccncc3)n2)nc1 under JNK3 inh: 3.4
# Result for CC1CCCCN1CCCNC(=O)C1CCN(c2nc3ccccc3o2)CC1 (stereo not given) under JNK3 inh: -9.3

# Bioassay records from PubChem BioAssay.
